PV pol inh: inhibitors of poliovirus RNA polymerase binding and polymerization; hit rate 0.66% among 150,000; % elongation, % (compound at 16.7 µg/mL); poliovirus polymerase elongation, fluorescence polarization; active compounds read low; AID 588519; P03300; in the data active = % elongation below about 90%; also: some results filed as inactive read as strong as hits
Target sequence (P03300 1749-2209 limits assumed): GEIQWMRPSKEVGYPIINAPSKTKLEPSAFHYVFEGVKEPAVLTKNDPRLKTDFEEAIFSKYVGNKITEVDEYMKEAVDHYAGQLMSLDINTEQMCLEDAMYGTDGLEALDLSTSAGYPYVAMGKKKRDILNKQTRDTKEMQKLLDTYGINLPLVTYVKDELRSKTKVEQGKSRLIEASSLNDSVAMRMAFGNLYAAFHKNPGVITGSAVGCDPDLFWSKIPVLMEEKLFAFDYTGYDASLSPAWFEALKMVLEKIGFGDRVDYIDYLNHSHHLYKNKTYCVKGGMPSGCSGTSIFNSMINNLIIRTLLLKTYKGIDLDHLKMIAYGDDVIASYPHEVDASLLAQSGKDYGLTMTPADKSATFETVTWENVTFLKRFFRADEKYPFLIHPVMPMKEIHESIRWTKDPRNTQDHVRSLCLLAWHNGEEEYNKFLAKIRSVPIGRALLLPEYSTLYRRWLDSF
PV pol inh FP z-score: also measured in PV pol inh; calls as there; z-score; measured here: FP z-score; hits read low
* hit, by the source's call; & = joins results of further samples.

Values run as follows: PV pol inh | PV pol inh FP z-score
- CC(=O)NC1C(=O)NC(=S)N(c2ccccc2)C1=O (stereo unspecified)
  103 | 0.4
- COc1ccccc1/C=C/C(=O)Nc1ccccc1C(=O)NCc1ccco1
  104 | 0.1
- O=C(NCCCN1CCCC1=O)c1cccnc1
  100 | 0.1
- FC(F)(F)c1ccc(C2=NCCc3sccc32)cc1
  103 | 0
- CCc1ccc(NC(=O)CSc2nc(=O)n(Cc3cccnc3)c3c2CCC3)cc1
  108 | 0.4
- CCc1ccc(NC(=O)COC(=O)C2CCN(c3nc4ccccc4o3)CC2)cc1
  108 | 0.8
- Cc1cc(N2CCN(c3ccccc3)CC2)n2nc(C)c(-c3ccc(Cl)cc3)c2n1
  100 | -0.8
- CSc1ncc(C(=O)OCC(=O)c2ccc(NS(C)(=O)=O)cc2)n1-c1ccccc1
  98 | -0.7
- CNc1c(NC(=O)c2ccccc2OC)c(=O)oc2ccccc12
  102 | 0.3
- O=C(Nc1ccccc1)Nc1cccc(F)c1
  100 | 0.1
- Cc1cccc(-c2nnc(SCc3cc(=O)c4cccc(Cl)c4[nH]3)n2C)c1
  107 | 0.3
- N#Cc1ccc(COC(=O)CCSc2ccccc2)cc1
  100 | -0.1
- CCc1ccc(NC(=O)N(Cc2c[nH]c3ccccc23)C(C)C)cc1
  105 | 1.5
- O=C1C2C3C=CC(C3)C2C(=O)N1Cc1ccccc1Cl (stereo unspecified)
  101 | -0.3
- COC(=O)c1cc2sc(Cl)cc2n1Cc1nc(-c2ccccc2C)oc1C
  103 | -1.1
- COc1ccccc1/C=C/C=N\NC(=O)Cc1cccn1C
  107 | 1.1
- Cc1ccc(NC(=O)CCn2cnc3onc(-c4ccc(F)cc4)c3c2=O)c(Br)c1
  109 | 0.4
- CCOc1ccc(/C(O)=C/C(=O)C(=O)OC)cc1
  102 | 0.1
- COc1ccc(CCN(C)CCCC(C#N)(c2ccc(OC)c(OC)c2)C(C)C)cc1OC (stereo unspecified)
  104&102&99&100 | 1.1&0.5&-0.2&0.2
- COC(=O)c1ccc(OC(=O)CCn2ccc3ccccc32)cc1
  103 | 0

Whole records, quoted from the list. Order of values: PV pol inh | PV pol inh FP z-score
`COC(=O)c1ccc(OC(=O)CCn2ccc3ccccc32)cc1` is listed as 103 | 0
`CC(=O)NC1C(=O)NC(=S)N(c2ccccc2)C1=O` (stereo unspecified) is listed as 103 | 0.4

The list continues.
Values run as follows: PV pol inh | PV pol inh FP z-score
- O=c1[nH]cc(S(=O)(=O)N(Cc2ccccc2)Cc2ccccc2)c(=O)[nH]1
  102 | 0
- Cc1oc2cc(OC(=O)N3CCOCC3)ccc2c(=O)c1-c1ccc(Br)cc1
  102 | 0.5
- Cc1ccc(SCc2nc(-c3ccc(C(=O)NCCc4ccc(Cl)cc4)cc3)oc2C)cc1
  112 | 0.9
- O=C(NC1CC1)c1c(O)c2cccc3c2n(c1=O)CC3
  102 | -0.1
- CC1=C(C(=O)Nc2ccccc2)C(c2ccc(O)cc2)n2nc(SCc3ccccc3)nc2N1 (stereo unspecified)
  106 | 0.3
- Cc1cccc(-c2nc(CSc3nncn4c3cc3sccc34)c(C)o2)c1
  109 | 0.4
- O=c1[nH]c(=S)[nH]c(O)c1C(c1ccc(F)cc1)N1CCCCC1 (stereo unspecified)
  102 | 0.2
- CCOC(=O)C1=C(C)NC(C)=C(C(=O)OCC)C1C(=O)OCc1cn2cc(Cl)ccc2n1
  105 | 0.2
- O=C(CN1CCN(S(=O)(=O)c2cccs2)CC1)Nc1ccc(S(=O)(=O)N2CCCC2)cc1
  103 | 0
- COc1cc2c(cc1OC)CN(Cc1cccs1)CC2
  100 | 0.3
- O=S(=O)(c1ccc(Sc2nnc3ccccn23)nc1)N1CCCC1
  99 | -0.3
- CC1(C)CC(NC(=O)CC2CCCCC2)CC(C)(C)N1
  102 | 0.3
- CCOc1ccc(C(=O)OCC#N)cc1OCC
  106 | 0.5
- COc1cccc(/C=C/C(=O)NCc2csc(-c3ccccc3)n2)c1
  100 | -0.9
- Cn1cc(S(=O)(=O)c2ccc(Cl)cc2)c(=O)c2cc(F)c(N3CCCCCC3)cc21
  108 | 0.1
- COc1ccc(NC(=O)Nc2ccc(CN3CCCCC3)cc2)cc1
  105 | 1.2
- c1cc2c(cc1CNC1=NCCC1)OCO2
  98 | -0.8
- Cc1nnc(SC/C=C/c2ccccc2)[nH]c1=O
  109 | 2.3
- O=C1c2ccccc2C(=O)N1CC(=O)N1c2ccccc2Sc2ccccc21
  101 | 0.1
- Cc1ccc(-n2nnc(-c3nc(-c4cccs4)no3)c2N)cc1C
  112 | -0.3

2 consecutive compounds from above:
Values run as follows: PV pol inh | PV pol inh FP z-score
- O=c1[nH]cc(S(=O)(=O)N(Cc2ccccc2)Cc2ccccc2)c(=O)[nH]1
  102 | 0
- Cc1oc2cc(OC(=O)N3CCOCC3)ccc2c(=O)c1-c1ccc(Br)cc1
  102 | 0.5

Some of the entries above, reformatted.
COC(=O)c1cc2sc(Cl)cc2n1Cc1nc(-c2ccccc2C)oc1C
  PV pol inh: 103; PV pol inh FP z-score: -1.1

O=C(Nc1ccccc1)Nc1cccc(F)c1
  PV pol inh: 100; PV pol inh FP z-score: 0.1

O=C(CN1CCN(S(=O)(=O)c2cccs2)CC1)Nc1ccc(S(=O)(=O)N2CCCC2)cc1
  PV pol inh: 103; PV pol inh FP z-score: 0

O=C(NCCCN1CCCC1=O)c1cccnc1
  PV pol inh: 100; PV pol inh FP z-score: 0.1

Next part
Values run as follows: PV pol inh | PV pol inh FP z-score
- Cc1c(C(=O)NCc2ccccc2Br)oc2c1-c1[nH]ncc1CC2
  112 | 1
- CC(O)c1nc2ccccc2n1Cc1ccc(Cl)cc1Cl (stereo unspecified)
  99 | -1.4
- COc1ccc(S(=O)(=O)c2ccc(O)cc2)cc1
  100 | 0.1
- COC(=O)C1C(=O)NC(S)=C(C#N)C1c1ccccc1Cl (stereo unspecified)
  106 | 1.8
- Cc1nccn1CCN
  103 | 0.4
- O=C(CSc1cccc[n+]1[O-])c1ccc(Cl)s1
  104 | 0.7
- CC(=O)Nc1cc2c3c(c1)CC(=O)N3CCC2
  101 | -0.5
- Cc1nc(N=Nc2c(O)[nH]c3ccccc23)c2c3c(sc2n1)CCCC3
  103 | 0
- O=C(C1CC1)N1N=CCC1(O)C(F)(F)F (stereo unspecified)
  109 | 0.6
- Cc1ccccc1Cn1cnc2sc(C)c(C)c2c1=O
  101 | -0.4
- Cc1ccccc1-c1noc(-c2cc3ccccc3oc2=O)n1
  122 | 0.7
- COc1ccc(N2CCN(S(=O)(=O)c3cc(Br)cc4c3N(C(=O)C3CC3)CC4)CC2)cc1
  100 | -1.6
- CCOc1ccc(-c2cn(-c3ccc(C)cc3)c(SCC(=O)Nc3ccc(C)cc3)n2)cc1
  103 | -0.8
- Cc1cc(C)c(Cn2c(C3CC(=O)N(c4ccc(F)cc4)C3)nc3ccccc32)c(C)c1 (stereo unspecified)
  110 | 0.6
- O=C(CCc1c[nH]c2ccccc12)Oc1ccc2c(c1)OCO2
  97 | -0.1
- O=C(NC1=C(C(=O)c2ccccc2)N(Cc2ccccc2)S(=O)(=O)c2ccccc21)c1ccccc1
  104 | 1.1
- CN(CC(=O)N(Cc1cccs1)c1ccc2c(c1)OCCO2)Cc1ccco1
  106 | 0.4
- CCOc1ncccc1C(=O)N(C)Cc1c(C)nn(-c2ccccc2)c1C
  102 | -0.4
- COc1ccccc1NC(=O)c1ncn(-c2ccccc2)n1
  105 | 0
- N=Cc1cc(-c2ccccc2)oc1S
  99 | -0.4
- O=C1Cc2ccc(F)cc2CC1C1=Cc2ccc(F)cc2CC1 (stereo unspecified)
  100 | -0.5
- CCOc1ccc(NC(=O)CC2C(=O)N(c3cccc(OC)c3)C(=O)N2C2CCCCC2)cc1 (stereo unspecified)
  103 | -0.2
- Cc1nc(C)c(Oc2ccc(Cl)cc2Cl)c(N2CCCCC2)n1
  106 | 0.5
- Cc1nc2ccc(Cl)cc2c2c1CCS2
  101 | 0.1
- Cc1ccc(/C=C/c2nc3ccccc3n2S(=O)(=O)c2cccc(Cl)c2)cc1
  110 | 0.7
- O=C1N(Cc2ccccc2Cl)c2ccccc2C1(O)c1c[nH]c2ccccc12 (stereo unspecified)
  104 | 0
- CCc1ccc(CNC(=O)CSc2cc(=O)n(CC)c3ccccc23)cc1
  110 | 0.9
- CN1C(=O)COc2ccc(C(=O)CSc3nc(-c4ccccc4)c(C#N)c(=O)[nH]3)cc21
  102 | 0.2
- Cc1nn(CCC#N)c2nc(-c3ccc(C4CCCCC4)cc3)cc(C(=O)O)c12
  106 | 0.5
- Cc1ccc(COc2ccc3oc(-c4ccccc4)c(C(=O)O)c3c2)cc1
  101 | -0.5
- Cc1ccc(-n2c(SCC(=O)NCCC3=CCCCC3)nc3n[nH]c(C)c3c2=N)cc1Cl
  100 | -0.2
- CCC(C(=O)Nc1ccc(C(=O)OC)cc1)n1c(=O)c(-c2ccccc2NC(C)=O)nc2ccccc21 (stereo unspecified)
  105 | -0.3
- CCOc1ccc(N(CC)S(=O)(=O)N2CCCC(C(=O)Nc3ccc(OC)c(Cl)c3)C2)cc1 (stereo unspecified)
  108 | 0.1
- Cc1cc(C)nc(SCc2nnc(SCc3ccccc3)n2Cc2ccco2)n1
  104 | 0.7
- O=C(Nc1ccccc1)NN1CC(=O)N(c2cccc(C(F)(F)F)c2)CC1=O
  103 | 0.3
- COc1cccc(CNC2CCCC2)c1
  107 | 0.3
- CC(=O)N1c2ccc(S(=O)(=O)NCc3ccc(Cl)cc3)cc2CC1C (stereo unspecified)
  102 | -0.2
- O=C(O)c1ccc(NC(=O)c2ccc[n+]([O-])c2)cc1
  100 | -0.6
- CCNC(=O)c1cnc2sc(N3CCC(C)CC3)nn2c1=O
  101 | -1.3
- COc1ccccc1NC(=O)CO/N=C(\C)c1cccs1
  103 | 0.1
- CCN1CCN(CCNC(=O)Nc2ccc(Cl)cc2)CC1
  102 | 0.2
- O=C(CN1C(=O)S/C(=C\c2cccs2)C1=O)OCC(=O)c1ccc[nH]1
  95 | -1.1
- c1ccc(CCSCc2nc3ccccc3[nH]2)cc1
  101 | -0.1
- CCC(Sc1ncccc1C(=O)OC(C)C)C(=O)NCc1ccco1 (stereo unspecified)
  102 | 0.2
- O=C(NCCNCc1ccccc1)c1ccco1
  107 | 2.7
- CCCc1cc(=O)[nH]c(SCc2nc(-c3ccccc3)no2)n1
  108 | 0.3
- CCOC(=O)c1c(CN2CCOCC2)n(C)c2ccc(O)cc12
  68* | -4.2*
- CCN1C(=O)c2ccccc2Sc2ccc(NC(=O)N3CCN(c4cc(C)ccc4C)CC3)cc21
  108 | 0.2
- N#Cc1ccc(Oc2ccccc2)cc1C#N
  98 | -0.1
- CC(Sc1nnc(N)s1)C(=O)NC(C)C1CC2CCC1C2 (stereo unspecified)
  100 | -0.4
- CSc1nnc(CNC(=O)OC(C)(C)C)n1C
  109 | 1.1
- CCc1ccc2oc(-c3ccc(NC(=O)c4cc(OC)c(OC)c(OC)c4)cc3)nc2c1
  104 | 0.2
- COc1ccccc1CNC(=O)c1ccccc1N(C)S(C)(=O)=O
  101 | 0.4
- Cc1nn(-c2cccc(C(F)(F)F)c2)c2c1cnn2-c1nc2ccccc2o1
  103 | 0.2
- CSCCC(C(=O)Nc1cccnc1)N1C(=O)c2ccccc2C1=O (stereo unspecified)
  105 | 0.4
- NC(=O)c1ccccc1Nc1cccc(C(F)(F)F)c1
  102 | 0.5
- Cc1ccc(C)c(OCCCCn2nnc3ccccc32)c1
  102 | 0
- COc1ccc(NC(=O)c2cccc3c(=O)c4c([nH]c23)CCCC4)cc1
  107 | 0
- COc1ccc(CCN2C(=O)CC(Sc3ccccc3C(=O)O)C2=O)cc1OC (stereo unspecified)
  101 | 0.1
- Cc1ccccc1Nc1nc2ccccc2s1
  101 | 0

Other entries follow:
Values run as follows: PV pol inh | PV pol inh FP z-score
- CCn1c(SCc2cc(=O)oc3cc(NC(C)=O)ccc23)nnc1-c1ccccc1
  100 | -0.5
- CCOc1ccccc1N(C)C(=O)C1CCCN(c2ncnc3onc(-c4ccc(F)cc4)c23)C1 (stereo unspecified)
  107 | 0
- COc1ccc(C(=O)Nc2cccc(-c3nc4cccnc4s3)c2C)c(OC)c1
  107 | -0.4
- CCNc1nc(=S)[nH]c2ccccc12
  99 | -0.4
- O=C(Nc1ccc(Br)cc1)C12CCN(CC1)Cc1ccccc12
  101 | -0.3
- COc1ncccc1C(=O)Nc1ccc(F)cc1F
  107 | 0.6
- O=C(NNc1nc2ccccc2s1)Nc1ccccc1
  103 | 0.6
- O=C(CCn1c(=O)oc2ccccc21)Sc1ccc(Cl)cc1Cl
  87* | -4.1*
- CCOC(=O)c1cn(-c2ccc(Cl)cc2)nc1C(F)(F)F
  104 | 0
- O=C(CN1C(=O)C(c2ccccc2)Oc2cccnc21)NCCCN1CCCCC1 (stereo unspecified)
  101 | -0.3
- Cc1noc(C)c1C(=O)OCC(=O)N1CCCC1=O
  99 | -0.1
- COC(=O)c1cc2oc3ccccc3c2n1CC(=O)Nc1cc(OC)cc(OC)c1
  105 | -0.5
- CCOC(=O)c1ccc(NC(=O)c2cccn(Cc3ccc(C)cc3)c2=O)cc1
  106 | 0.1
- Cc1ccc(N2CCN(Cc3sccc3C)CC2)cc1
  100 | -0.2
- CCCNC(=O)C1=C(C)C(=O)OC12CCN(CC)CC2
  102 | 0.2
- CC1=C(C(=O)Nc2ccc(C)cc2C)C(C(C)C)n2nc(SCc3ccccc3Cl)nc2N1 (stereo unspecified)
  106 | 0.1
- CC(=S)N1CCN(C(C)=S)CC1
  109 | 0.6
- CCOc1ccc(-n2c(SCC(=O)N3CCc4ccccc43)nc3c([nH]c4ccccc43)c2=O)cc1
  106 | -0.1
- CC1=C(C(=O)Nc2cccc(C(F)(F)F)c2)C(c2ccccc2)n2ncnc2N1 (stereo unspecified)
  109 | 0.8
- CS(=O)(=O)CS(=O)(=O)C1=C(N2CCOCC2)C2CCN1CC2
  102 | 0.1
- CCOC(=O)c1ccc(N2CCN(c3cc(C)ccc3C)CC2)c(NC(=O)Nc2ccc(Cl)cc2)c1
  109 | 0.1

Source: PubChem (ICCB-Longwood Screening Facility, Harvard Medical School)

The list is partial; count on the stated rates, not on these rows.
